Bioassay records: PubChem, several laboratories
PrPC surface inh: reduces human prion protein on the cell surface. 370,000 tested, 0.43% active. cell surface PrPC, TR-FRET read-out. inhibition, % at 13.8 µM. P04156; in the data active = inhibition above about 24%; note: 0% = median of the test wells and 100% = reference compound wells
Mtb BioA inh: blocks M. tuberculosis BioA enzyme activity. 360,000 tested, 0.096% active. inhibition, % at 9.99 µM. purified M. tuberculosis BioA enzyme, plate reader; in the data active = inhibition above about 40%; inconclusive = no clear call, values can overlap the other calls
GDH-TPI counter: GDH-TPI coupled enzyme inhibition counter-screen. 360,000 tested, 1.2% active. inhibition, % at 4.8 µM. GDH-TPI coupled enzyme counterscreen, NADH absorbance;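 note: 0% = DMSO wells and 100% = wells lacking the enzyme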
FadD28 binding: inhibitors of Mycobacterium tuberculosis FadD28 bisubstrate binding; FadD28 bisubstrate probe binding, fluorescence polarization; inhibition, % at 12.5 µM; 360,000 tested, 0.22% active; in the data active = inhibition above about 8.5%, passing the limit was not always enough; inconclusive = no clear call, values can overlap the other calls
UGM FP inh: inhibitors of M. tuberculosis UDP-galactopyranose mutase; P9WIQ1; purified UGM, fluorescence polarization probe displacement; inhibition, % at 10 µM; 320,000 tested, 0.06% active; in the data active = inhibition above about 10%, passing the limit was not always enough; inconclusive = no clear call, values can overlap the other calls
Target sequence (P9WIQ1 whole entry, looked up): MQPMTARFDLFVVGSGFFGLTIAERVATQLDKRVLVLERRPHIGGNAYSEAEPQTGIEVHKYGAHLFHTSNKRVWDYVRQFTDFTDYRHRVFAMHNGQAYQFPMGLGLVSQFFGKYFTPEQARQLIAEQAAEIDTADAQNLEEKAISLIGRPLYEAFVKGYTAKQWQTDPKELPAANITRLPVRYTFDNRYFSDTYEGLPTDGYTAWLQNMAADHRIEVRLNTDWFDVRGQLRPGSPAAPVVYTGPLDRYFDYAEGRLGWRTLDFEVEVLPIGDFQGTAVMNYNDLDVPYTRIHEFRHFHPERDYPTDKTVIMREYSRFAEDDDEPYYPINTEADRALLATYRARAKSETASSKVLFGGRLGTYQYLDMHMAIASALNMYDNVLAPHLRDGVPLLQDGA
BoNT A protease: BoNT A light chain protease inhibition | multiplex microsphere protease substrate cleavage, flow cytometry | AID 588499 | 360,000 tested, 0.17% active | inhibition, % at 10 µM; in the data active = inhibition above about 30%; inconclusive = no clear call, values can overlap the other calls; note: plate controls were buffer without enzyme for full effect and enzyme alone for no effect
FBA Mtb inh: inhibitors of M. tuberculosis fructose-bisphosphate aldolase; P9WQA3; purified M. tuberculosis FBA, fluorescence read-out; inhibition, % at 1 µM; 360,000 tested, 2.3% active; AID 588726; in the data active = inhibition above about 27%;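 note: 0% = vehicle and 100% = reference inhibitor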
Target sequence (P9WQA3 whole entry, looked up): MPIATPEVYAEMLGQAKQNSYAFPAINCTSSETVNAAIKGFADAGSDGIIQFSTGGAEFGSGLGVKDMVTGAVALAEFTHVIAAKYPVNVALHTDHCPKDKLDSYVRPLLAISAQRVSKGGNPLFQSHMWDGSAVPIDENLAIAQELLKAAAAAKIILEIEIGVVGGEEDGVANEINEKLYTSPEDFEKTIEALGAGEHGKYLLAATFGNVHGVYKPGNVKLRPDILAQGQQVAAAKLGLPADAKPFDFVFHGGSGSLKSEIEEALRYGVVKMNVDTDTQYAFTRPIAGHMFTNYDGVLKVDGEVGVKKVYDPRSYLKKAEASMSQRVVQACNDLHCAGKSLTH
CCHFV vOTU inh: blocks the CCHF virus ovarian tumor domain protease; CCHFV vOTU protease, Pep-AMC fluorescence; inhibition, % at 11.5 µM; 370,000 tested, 0.55% active; note: 0% = vehicle wells with enzyme and 100% = no enzyme wells
BoNT-F LC inh: blocks Botulinum neurotoxin F light chain protease; 360,000 tested, 0.22% active; AID 588497; Multiplex microsphere protease cleavage assay, flow cytometry; inhibition, % at 10 µM; in the data active = inhibition above about 35%, passing the limit was not always enough; inconclusive = no clear call, values can overlap the other calls; note: plate controls were buffer without enzyme for full effect and enzyme alone for no effect
Starred values were filed as active, the others as inactive; ? = inconclusive; . = no result given; & = joins results of further samples. Cut-off read from the data, not from the text of the source, unless noted: active = inhibition above about 30%; inactive = the rest. Hits appear at their usual frequency. About 4.8% of those tested had a hit in this group.

Start of the data: the first ten records, to show the layout:
Values run as follows: PrPC surface inh | Mtb BioA inh | GDH-TPI counter | FadD28 binding | UGM FP inh | BoNT A protease | FBA Mtb inh | CCHFV vOTU inh | BoNT-F LC inh
O=c1[nH]c(=S)n(CCC2=CCCCC2)c(O)c1C=NCc1cccnc1
    2 | -0.1 | 11 | -2.9 | 2.7 | ? | -1 | -2 | -5
C=CC[C@H](CC(=O)NCCO)C(=O)N[C@H](C)COC(=O)[C@@H](CC=C)Cc1ccc(F)cc1
    -6 | -1.0 | -3 | -4.1 | 3.0 | -0.1 | -2 | -2 | 2
COc1ccc(CCNS(=O)(=O)c2ccc(Br)cc2)cc1
    10 | 0.9 | 3 | -1.7 | 1.0 | 0.5 | 0 | -4 | -28
OC(c1ccc(F)cc1)c1ncc(-c2ccc(Oc3ccccc3)cc2)[nH]1 (stereo not drawn)
    10 | -0.8 | 2 | 2.0 | . | -0.2 | -1 | 2 | 0
C=CCNc1nc2ccccc2nc1NS(=O)(=O)c1ccc(Br)cc1
    7 | 0.5 | 12 | . | -0.3 | -3.5 | 0 | 0 | -41
COC(=O)C1=C(c2ccc(OC)c(OC)c2)C[C@@H]2CC[C@H]1N2C(=O)N1CCc2cc(OC)c(OC)cc2C1
    -1 | -1.5 | 12 | -1.3 | 3.3 | 0.2 | -1 | -2 | 3
C[C@H](CO)N1C[C@H](C)[C@@H](CN(C)C(=O)Nc2ccc(C(F)(F)F)cc2)Oc2ccc(NC(=O)Nc3ccccc3)cc2C1=O
    14 | 2.7&-1.2 | -9 | -1.3 | -0.6 | -0.2 | 4 | 8 | -7
Cc1ccc(OCC(=O)Nc2ccc(N3CCN(S(C)(=O)=O)CC3)cc2)c(C)c1
    -7 | -1.7 | 4 | -0.9 | 1.4 | -0.8 | 4 | -10 | -1
CN1OC[C@@H]2CN(S(=O)(=O)c3cccc(C(F)(F)F)c3)[C@H](c3ccc(N4CCCCC4)cc3)C[C@@H]21
    -2 | -4.9 | . | -0.2 | . | -1.5 | 1 | -2 | 0
O=C(CCC(=O)Nc1ccc(F)cc1)N/N=C/c1ccc(F)cc1
    8 | 0.8 | 2 | -3.5 | 2.8 | 1.5 | 1 | 1 | ?

This part in full, from the first entry:
Values run as follows: PrPC surface inh | Mtb BioA inh | GDH-TPI counter | FadD28 binding | UGM FP inh | BoNT A protease | FBA Mtb inh | CCHFV vOTU inh | BoNT-F LC inh
O=c1[nH]c(=S)n(CCC2=CCCCC2)c(O)c1C=NCc1cccnc1
    2 | -0.1 | 11 | -2.9 | 2.7 | ? | -1 | -2 | -5
C=CC[C@H](CC(=O)NCCO)C(=O)N[C@H](C)COC(=O)[C@@H](CC=C)Cc1ccc(F)cc1
    -6 | -1.0 | -3 | -4.1 | 3.0 | -0.1 | -2 | -2 | 2
COc1ccc(CCNS(=O)(=O)c2ccc(Br)cc2)cc1
    10 | 0.9 | 3 | -1.7 | 1.0 | 0.5 | 0 | -4 | -28
OC(c1ccc(F)cc1)c1ncc(-c2ccc(Oc3ccccc3)cc2)[nH]1 (stereo not drawn)
    10 | -0.8 | 2 | 2.0 | . | -0.2 | -1 | 2 | 0
C=CCNc1nc2ccccc2nc1NS(=O)(=O)c1ccc(Br)cc1
    7 | 0.5 | 12 | . | -0.3 | -3.5 | 0 | 0 | -41
COC(=O)C1=C(c2ccc(OC)c(OC)c2)C[C@@H]2CC[C@H]1N2C(=O)N1CCc2cc(OC)c(OC)cc2C1
    -1 | -1.5 | 12 | -1.3 | 3.3 | 0.2 | -1 | -2 | 3
C[C@H](CO)N1C[C@H](C)[C@@H](CN(C)C(=O)Nc2ccc(C(F)(F)F)cc2)Oc2ccc(NC(=O)Nc3ccccc3)cc2C1=O
    14 | 2.7&-1.2 | -9 | -1.3 | -0.6 | -0.2 | 4 | 8 | -7
Cc1ccc(OCC(=O)Nc2ccc(N3CCN(S(C)(=O)=O)CC3)cc2)c(C)c1
    -7 | -1.7 | 4 | -0.9 | 1.4 | -0.8 | 4 | -10 | -1
CN1OC[C@@H]2CN(S(=O)(=O)c3cccc(C(F)(F)F)c3)[C@H](c3ccc(N4CCCCC4)cc3)C[C@@H]21
    -2 | -4.9 | . | -0.2 | . | -1.5 | 1 | -2 | 0
O=C(CCC(=O)Nc1ccc(F)cc1)N/N=C/c1ccc(F)cc1
    8 | 0.8 | 2 | -3.5 | 2.8 | 1.5 | 1 | 1 | ?
O=C(COC(=O)Cn1nnc(-c2ccccc2)n1)Nc1cc(F)ccc1F
    -7 | 0.9 | 13 | 0.2 | 0.0 | -0.2 | 2 | 4 | -4
CCOC(=O)c1ccc(N2C(=O)C(CC(N)=O)N(CCc3ccc(OC)c(OC)c3)C2=S)cc1 (stereo not drawn)
    -3 | -1.6&1.1 | -4 | -0.2 | . | -0.4 | 2 | 5 | -2
CCOC(=O)c1cnc2c(Cl)cc(Cl)cc2c1NCCCN1CCOCC1
    -2 | -0.4 | 15 | -3.9 | 0.6 | 5.3 | 1 | 8 | -23
CCN(C(=O)c1cc2c(=O)n3cccc(C)c3nc2n1CCCOC)C1CCCCC1
    8 | 4.5 | 13 | 2.7 | 0.3 | 0.9 | 38* | -29 | 0
O=S(=O)(c1cccs1)N1CCN(c2ccc(O)cc2)CC1
    2 | 0.3 | 0 | -0.9 | 1.9 | -0.4 | 0 | 2 | -8
CC1(C)NC(=O)N(CC(O)CN2CCCC2)C1=O (stereo not drawn)
    -6 | . | 9 | -0.6 | 2.5 | -0.5 | -6 | -1 | 4
CCCCC(=O)Nc1ccc(NCc2ccc(C)s2)cc1
    5 | -1.4 | -7 | -0.1 | 4.3 | -0.3 | 0 | -2 | -20
CCCN(CC(=O)Nc1ccccc1C)C(=O)CCNC(=O)c1ccccc1Cl
    4 | . | 1 | 0.3 | 0.9 | 0.7 | 4 | 9 | 3
COc1ccc2oc(=O)c(C(=O)N3CCN(c4ccccc4)CC3)cc2c1
    -5 | 1.6 | 14 | -0.3 | 2.3 | 0.0 | 2 | 1 | 6
CCOC(=O)c1ccc(NCc2ccc(N(C)C)cc2)cc1
    10 | 0.4 | 13 | 1.0 | 2.4 | -0.4 | -2 | 0 | -8
Clc1nc(NCCc2ccccc2)c2cn[nH]c2n1
    10 | -1.7 | 9 | -3.5 | . | 0.1 | 4 | 16 | 6
COc1ccccc1NC(=O)CSc1nc2c(oc3ccccc32)c(=O)n1C
    3 | -2.1 | -1 | -2.1 | -1.9 | 1.2 | 2 | 5 | 0
N/C(=N\S(=O)(=O)c1cc(C(F)(F)F)cc(C(F)(F)F)c1)c1ccccc1
    3 | 2.6 | 6 | -1.5 | 4.1 | . | -4 | 4 | .
O[Si](CCCN1CCCCC1)(c1ccc(F)cc1)C1CCCCC1 (stereo not drawn)
    3 | 2.0 | -14 | -2.5 | 3.1 | -1.7 | 3 | 17 | -12
Oc1ccc2ccccc2c1CNn1cnnc1
    4 | -1.9 | 17 | -2.8 | -0.8 | -0.2 | 11 | -16 | -8
CC(=O)Nc1cc(-c2cccc(N)c2)cn2c(-c3ccc(C(C)=O)cc3)cnc12
    -10 | -0.1 | 9 | -3.9 | . | -0.3 | -1 | 11 | -6
NNC(=O)c1sc2cc(C(F)(F)F)cnc2c1-c1cccs1
    3 | -2.4 | -2 | -3.2 | -0.2 | -1.1 | -2 | -2 | -8
OCc1nc2c(ccc3ccccc32)[nH]1
    -2 | 6.6 | 4 | 2.1 | -0.3 | -3.2 | 4 | -3 | -22
CCN(C(=O)COC(=O)c1cc([N+](=O)[O-])ccc1N1CCOCC1)C1CCS(=O)(=O)C1 (stereo not drawn)
    -34 | 0.2 | 14 | -0.5 | -0.4 | -4.3 | -2 | 12 | -6
O=C(NCCO)N1c2ccccc2Sc2ccccc21
    -1 | 5.1 | -2 | -1.8 | 1.2 | . | 2 | 5 | .

(more compounds)
Field names: A = PrPC surface inh; B = Mtb BioA inh; C = GDH-TPI counter; D = FadD28 binding; E = UGM FP inh; F = BoNT A protease; G = FBA Mtb inh; H = CCHFV vOTU inh; I = BoNT-F LC inh
> Cc1nn(Cc2ccc(Cl)cc2)c(C)c1NC(=O)c1cc(C(C)C)on1
  A: 24; B: -1.3; C: -1; D: -0.4; E: 2.1; F: -1.0; G: 0; H: 6; I: 10

> COc1cc(CN2CCc3ccccc3C2)cc([N+](=O)[O-])c1O
  A: -1; B: 0.1; C: 4; D: 0.0; E: -2.4; F: .; G: -3; H: -4; I: .

> O=C(CSc1ccccc1F)NC(=O)NC1CCCC1
  A: -1; B: 1.7; C: 1; D: -0.6; E: .; F: -0.3; G: 2; H: 10; I: 5

> CCN=C1SC(C(=O)NCCc2ccccc2)CC(=O)N1CC (stereo not drawn)
  A: -3; B: -4.1; C: 6; D: -4.4; E: 2.6; F: -0.1; G: 4; H: 7; I: 3

> CC1CCCC1/C(=N/O)c1ccccc1 (stereo not drawn)
  A: 1; B: -0.8; C: -3; D: -1.1; E: -2.4; F: -2.5; G: 1; H: -7; I: -9

> O=C(c1c[nH]c2ccc(S(=O)(=O)N3CCOCC3)cc2c1=O)N1CCN(c2ccccn2)CC1
  A: -3; B: 0.7; C: 5; D: -2.2; E: .; F: 0.7; G: 1; H: 8; I: -5

> O=C(CC(c1ccccc1)c1ccccc1)N1CCN(c2ccccn2)CC1
  A: 1; B: 4.1; C: 4; D: -0.7; E: -0.4; F: 0.2; G: 5; H: 15; I: -4

> C=CCN(Cc1cc(OC)ccc1OC)C(=O)c1cc2ccc(OC)cc2[nH]1
  A: 3; B: 3.1; C: -1; D: -2.2; E: 0.5; F: -3.0; G: 1; H: 3; I: -5

> O=C(Nc1ccnn1C1CCN(C(=O)c2cccc(C(F)(F)F)c2)CC1)C1CC1
  A: -2; B: -0.9; C: -1; D: -3.0; E: -3.5; F: -8.6; G: 4; H: 18; I: -10

> CCOC(=O)c1cncc(C#CCO)c1
  A: 4; B: .; C: 2; D: -1.4; E: -6.4; F: -0.6; G: 2; H: -7; I: -2

> O=C(CN1CCC(n2nnc3cc(C(F)(F)F)ccc32)CC1)Nc1ccc2c(c1)OCCO2
  A: -8; B: 1.8; C: -7; D: -5.9; E: 0.6; F: 1.5; G: -3; H: 2; I: 6

> COc1ccccc1CN(CC(=O)NCc1ccc(F)cc1)C(=O)c1csnn1
  A: 1; B: 0.4; C: -3; D: -3.2; E: 1.3; F: 0.1; G: -1; H: -10; I: 6

> S=C(NCC1CCCO1)Nc1ccc(Nc2ccccc2)cc1 (stereo not drawn)
  A: 0; B: .; C: 0; D: -2.0; E: 1.5; F: -2.9; G: -1; H: 8; I: -6

> O=C(Cn1nc(-c2nn(CC(=O)c3ccccc3)c3[n+]2CCCCC3)[n+]2c1CCCCC2)c1ccccc1
  A: 4; B: 0.1; C: -4; D: -0.6; E: 3.7; F: -1.1; G: 0; H: -6; I: -1

> COCCNc1nc(NCc2cccs2)nc2ccsc12
  A: 0; B: 1.7; C: 15; D: 0.1; E: .; F: 0.4; G: 6; H: 3; I: 5

> O=C(Nc1ccc(F)cc1)Nc1ccc(N2CCCC2)c(S(=O)(=O)Nc2ccccc2Cl)c1
  A: 14; B: .; C: 11; D: -1.7; E: -0.8; F: -0.6; G: -3; H: 0; I: -6

> COc1ccc(CNCc2c(F)cccc2F)cc1OC
  A: -6; B: -0.2; C: 2; D: -1.5; E: 0.4; F: -0.4; G: 2; H: 3; I: -17
